# Bioassay records: PubChem BioAssay, Broad Institute
# RAD54 inh: inhibitors of human RAD54 branch migration, primary screen, biochemical, fluorescence, single point; DNA repair and recombination protein RAD54-like (Homo sapiens), Q92698; RAD54 Holliday junction branch migration, FAM/BHQ fluorescence; inhibition, % at 10.4 µM; 360,000 compounds, 0.14% hits;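 active = mean normalized replicate activity at least 40 and at least half of replicates scoring 40 or more; inconclusive = only one of the two criteria met; inactive = mean below 40 and under half of replicates reaching 40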;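 note: 0% = median of neutral control wells and 100% = median of positive control wells; inhibitors cause a drop in the FAM fluorescence signal; in these data hits start at about 50%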
# Target sequence (Q92698 whole entry, looked up): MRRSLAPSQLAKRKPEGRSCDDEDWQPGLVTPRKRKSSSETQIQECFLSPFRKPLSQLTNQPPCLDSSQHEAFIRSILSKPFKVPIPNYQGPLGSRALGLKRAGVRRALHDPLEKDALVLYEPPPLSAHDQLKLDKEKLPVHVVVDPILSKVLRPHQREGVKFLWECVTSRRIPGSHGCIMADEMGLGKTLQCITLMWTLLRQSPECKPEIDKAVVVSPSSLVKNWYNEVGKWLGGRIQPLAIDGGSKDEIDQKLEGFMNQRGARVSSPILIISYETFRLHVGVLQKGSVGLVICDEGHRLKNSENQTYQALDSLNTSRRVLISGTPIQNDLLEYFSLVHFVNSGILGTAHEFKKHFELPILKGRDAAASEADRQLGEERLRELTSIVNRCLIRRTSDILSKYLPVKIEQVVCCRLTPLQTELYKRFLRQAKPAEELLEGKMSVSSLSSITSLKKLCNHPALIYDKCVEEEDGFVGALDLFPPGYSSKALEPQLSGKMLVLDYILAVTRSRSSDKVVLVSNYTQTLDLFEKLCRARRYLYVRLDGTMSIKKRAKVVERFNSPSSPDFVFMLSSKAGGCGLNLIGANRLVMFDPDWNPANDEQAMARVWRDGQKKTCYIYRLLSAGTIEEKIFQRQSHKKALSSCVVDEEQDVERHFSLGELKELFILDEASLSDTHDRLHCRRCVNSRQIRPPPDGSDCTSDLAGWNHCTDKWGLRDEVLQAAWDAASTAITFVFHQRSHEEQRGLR
# F508del corr: F508del CFTR correction, initial screen, CFBE line, single point; 350,000 compounds, 0.36% hits; CFBE cells, YFP halide quenching; stimulated with forskolin plus potentiator P3; % fluorescence drop versus neutral controls; activity (quench increase), % at 7.58 µM;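 active = mean added fluorescence quench of at least 8% versus neutral control, with both replicates also reaching 8%; inconclusive = only one of the mean or replicate conditions met; inactive = mean below 8% and not both replicates reaching 8%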;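 note: cells transiently co-express mutant CFTR-F508del with the halide-sensitive YFP; corrector assay measuring rescue of mutant channel to the surface after 24 h compound exposure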
# esBAF inh: Bmi1 luciferase reporter increase in mESCs, primary screen, esBAF inhibitor project, mouse ES cells, Bmi1 luciferase knock-in, single point; 24 h; 100% = twice the neutral-well signal; reporter increase, % at 12.5 µM; 350,000 compounds, 2% hits; AID 602393, 2012; in the data active = activation above about 40%; inconclusive = no clear call, values can overlap the other calls;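 note: 0% = median of the plate's neutral control wells and 100% = double that signal; a rise in the Bmi1 reporter signal indicates esBAF inhibition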
# XiGFP reactiv: activators of inactive X chromosome reactivation, primary screen, imaging, XiGFP fibroblasts, GFP high-content imaging, set 2; XiGFP mouse fibroblasts, % GFP-positive cells imaging, 3 d; cells co-treated with 5-aza-dC sensitizer; scaled so ellipticine positive control = 100%; activation, % at 7.58 µM; 360,000 compounds, 0.055% hits; AID 743238, 2013;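 active = mean normalized replicate activation at least 10% and every replicate at or above 10%; inconclusive = only one of the two criteria met; inactive = mean below 10% and not all replicates reach 10%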;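 note: 0% = median of on-plate neutral control wells and 100% = ellipticine 6 µM median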
#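 System: XiGFP fibroblasts, SV40-immortalized. Medium: DMEM plus 5-aza-dC sensitizer. Doses: single point. Timing: 3 d treatment, 15 min room-temperature fixation. Control set: ellipticine 6 µM.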
# RAD52 inh: RAD52 DNA annealing inhibitors, primary screen, biochemical, FRET, single point, set 2 | 360,000 compounds, 0.46% hits | recombinant RAD52 DNA annealing, FRET fluorescence | DNA repair protein RAD52 homolog (Homo sapiens), P43351 | inhibition, % at 18.7 µM;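 active = every replicate showing at least 50% inhibition; inconclusive = mean inhibition at least 50% but not in every replicate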
# ARNT TACC3 PPI: disruptors of ARNT/TACC3 protein interaction, primary screen, biochemical, AlphaScreen, single concentration. AlphaScreen His-ARNT PAS-B/GST-TACC3 binding, luminescence; TACC3 fragment carries E629A point mutation. inhibition, % at 9.99 µM. 390,000 compounds, 0.66% hits;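 active = mean inhibition of replicates at least 50% and at least half of replicates each reaching 50%; inconclusive = half or more replicates reach 50% but mean below 50%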;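 note: 0% = complete ARNT plus TACC3 wells and 100% = ARNT alone without TACC3; many hits fall short of the cut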
# INS-1E GSIS act: GLuc luminescence reporter in INS-1E cells, primary screen for activators of glucose-dependent secretion of insulin. INS-1E GLuc reporter insulin secretion, 2-3 h. activation, % at 16.6 µM. 370,000 compounds, 0.61% hits;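 active = lowest replicate activation of at least 40%, so every replicate reaches that level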;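 note: 0% = median of neutral control wells and 100% = median of IBMX positive control wells; some compounds called inactive have numbers as strong as hits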
# ERAP1 inh: human ERAP1 aminopeptidase inhibitors, primary screen, biochemical, single point, plate reader | Endoplasmic reticulum aminopeptidase 1 (Homo sapiens), Q9NZ08 | recombinant ERAP1, Leu-AMC fluorescence, 60 min | inhibition, % at 10.7 µM | 340,000 compounds, 0.15% hits;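 active = mean replicate inhibition of at least 30%, or all replicates individually reaching that 30% level; inactive = mean below 30% and not every replicate reaching it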;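 note: 0% = neutral control wells and 100% = L-leucinethiol positive control wells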
# * hit, by the source's call; ? = inconclusive; . = no result given.
SMILES,RAD54 inh,F508del corr,esBAF inh,XiGFP reactiv,RAD52 inh,ARNT TACC3 PPI,INS-1E GSIS act,ERAP1 inh
CCN(CC(=O)Nc1c(F)cccc1F)C(=O)c1ccc(C(F)(F)F)cc1,-2.1,0.1,-0.3,0.1,3.3,5.0,-0.7,3.4
C[C@@H]1CN([C@H](C)CO)C(=O)Cc2cc(NC(=O)C3CCCCC3)ccc2O[C@@H]1CN(C)C(=O)Nc1cccc2ccccc12,-9.2,-0.6,0.0,-0.7,-7.1,-4.1,3.2,0.7
C=CCn1c(C(C)NC(=O)CCC)nc2ccccc21 (stereo not given),.,-2.3,-3.8,.,-5.1,-6.8,14.2,-1.6
O=C(Nc1ccc(F)cc1)Nc1ccc2c(c1)[C@@H]1C[C@H](CC(=O)N3CCCCC3)O[C@H](CO)[C@@H]1O2,-8.6,-2.3,2.3,-0.1,.,-1.2,-7.7,.
COc1cccc(CN(c2ccc3c(c2)CCC3)S(=O)(=O)c2ccc(-n3cnnn3)c(OC)c2)c1,6.6,.,11.6,-0.1,.,-1.5,10.4,.
Cc1cccc(C(=O)NC(C)C2CC3CCC2C3)c1 (stereo not given),-10.1,-1.4,.,0.0,-9.4,.,.,2.8
O=C1N(c2ccccc2C(F)(F)F)O[C@]1(c1ccccc1)C1CCCCC1,-2.5,3.5,-2.3,0.2,-16.7,.,-4.6,-1.6
Cc1ccc(NC(=S)N(CCCN2CCC(C)CC2)Cc2ccco2)cc1C,-0.1,3.4,5.5,0.1,-18.2,5.3,5.4,-2.6
C[C@@H]1CN([C@H](C)CO)C(=O)Cc2cc(NS(=O)(=O)c3ccc(Cl)cc3)ccc2O[C@@H]1CN(C)S(=O)(=O)c1ccc(Cl)cc1,0.3,0.6,-2.2,0.2,0.3,16.3,-8.9,-2.4
O=C(COC(=O)c1ccc2c(c1)OCO2)Nc1ccccc1,.,-0.5,.,0.0,-6.9,-2.1,-0.6,-2.3
C[C@@H]1CCCCO[C@@H](CN(C)C(=O)CCC(F)(F)F)[C@@H](C)CN([C@@H](C)CO)C(=O)c2cc(NC(=O)C3CCCCC3)ccc2O1,0.3,-0.1,2.6,0.1,2.5,-7.8,-4.2,1.4
CC(OC(=O)COc1ccc(C#N)cc1)C(=O)Nc1ccc(Cl)cn1 (stereo not given),-6.5,-0.8,.,0.0,-4.4,-1.8,12.8,0.3
Cn1nnnc1SCC(=O)N(C1CCCCC1)C1CCCCC1,7.8,.,-1.4,.,.,-2.9,7.1,.
Cc1ccccc1C(=O)NC1CC2CCCC(C1)N2Cc1ccccc1Cl (stereo not given),-3.7,1.4,-5.8,0.2,-6.8,.,.,-0.3
C[C@H]1CN([C@@H](C)CO)C(=O)c2cc(/C=C/c3ccccc3)cnc2O[C@@H]1CN(C)Cc1ccc2c(c1)OCO2,5.6,-0.4,0.9,-0.8,10.7,8.3,-11.3,-1.3
O=C(NCCS(=O)(=O)NCc1ccccn1)c1ccccc1,0.2,3.5,-2.7,0.4,-10.4,0.2,6.3,1.2
CCC(=O)Nc1ccc(NC(=O)CSc2nnc(-c3ccco3)n2C)cc1,-6.3,-1.2,4.3,0.2,-2.9,-3.5,-3.0,1.5
CCOc1ccccc1NC(=O)CSc1nc2ccccc2nc1N1CCOCC1,5.2,1.4,-9.9,-0.2,-22.9,3.2,6.3,3.6
CCC(=O)N1C[C@H](O)COC[C@@H]2O[C@H](CC(=O)NCc3ccc(Oc4ccccc4)cc3)CC[C@H]21,-24.3,0.8,-8.1,0.2,-6.4,-2.3,-2.5,-3.2
COc1cccc(NC(=O)CN(C)C(=O)/C=C/c2cn(-c3ccccc3)nc2-c2ccc(OC)c(OC)c2)c1,4.4,-2.0,7.1,0.5,-12.1,1.4,-5.6,5.2
CC1=NN(C(N)=S)C(=O)C1N=Nc1cccc(C)c1 (stereo not given),-8.7,1.8,66.7*,-0.2,-13.3,-1.2,27.2,.
Cn1c(=O)c2c(nc(Oc3cccc(O)c3)n2C)n(C)c1=O,9.9,0.7,8.2,0.2,-1.2,9.2,17.2,1.0
C[C@H](CO)N1C[C@H](C)[C@H](CN(C)C(=O)Nc2ccc(F)cc2)Oc2ccc(NC(=O)Nc3ccccc3)cc2CC1=O,0.8,-1.4,-5.4,-0.1,-7.2,0.0,-5.5,2.2
CN1C(=O)c2cc(NC(=O)c3ccccc3)ccc2OC[C@H]2O[C@@H](CC(=O)NC3CCCC3)CC[C@@H]21,-1.9,-0.1,1.2,0.0,-4.9,-3.4,3.4,-0.1
N#C[C@H]1[C@H](c2ccc(C3=CCCCC3)cc2)[C@@H](CO)N1C(=O)NC1CCCCC1,-19.6,10.1*,-3.7,0.0,-20.0,20.8,-37.4,-0.1
Cc1ccc(Nc2nc(NCc3cccs3)nc3ccsc23)c(C)c1,1.9,0.4,-9.7,0.0,-8.0,.,-9.7,-0.9
CCCCn1cnc2c(oc3ccccc32)c1=O,-4.2,4.1,?,0.0,-8.1,-1.6,7.0,0.6
CCOC(=O)CC1CCCCN1C(=O)c1ccc2oc(CCc3ccccc3)nc2c1 (stereo not given),-10.8,-2.8,12.4,0.0,-5.7,-5.2,-32.7,-1.6

# One compound at a time (already shown):
# Listed for `O=C(COC(=O)c1ccc2c(c1)OCO2)Nc1ccccc1` : RAD54 inh = .; F508del corr = -0.5; esBAF inh = .; XiGFP reactiv = 0.0; RAD52 inh = -6.9; ARNT TACC3 PPI = -2.1; INS-1E GSIS act = -0.6; ERAP1 inh = -2.3
# Listed for `O=C(NCCS(=O)(=O)NCc1ccccn1)c1ccccc1` : RAD54 inh = 0.2; F508del corr = 3.5; esBAF inh = -2.7; XiGFP reactiv = 0.4; RAD52 inh = -10.4; ARNT TACC3 PPI = 0.2; INS-1E GSIS act = 6.3; ERAP1 inh = 1.2

# Seven records drawn at random from those above, as already listed:
SMILES,RAD54 inh,F508del corr,esBAF inh,XiGFP reactiv,RAD52 inh,ARNT TACC3 PPI,INS-1E GSIS act,ERAP1 inh
Cc1ccc(NC(=S)N(CCCN2CCC(C)CC2)Cc2ccco2)cc1C,-0.1,3.4,5.5,0.1,-18.2,5.3,5.4,-2.6
CCOc1ccccc1NC(=O)CSc1nc2ccccc2nc1N1CCOCC1,5.2,1.4,-9.9,-0.2,-22.9,3.2,6.3,3.6
Cc1ccc(Nc2nc(NCc3cccs3)nc3ccsc23)c(C)c1,1.9,0.4,-9.7,0.0,-8.0,.,-9.7,-0.9
O=C(NCCS(=O)(=O)NCc1ccccn1)c1ccccc1,0.2,3.5,-2.7,0.4,-10.4,0.2,6.3,1.2
Cn1c(=O)c2c(nc(Oc3cccc(O)c3)n2C)n(C)c1=O,9.9,0.7,8.2,0.2,-1.2,9.2,17.2,1.0
CC1=NN(C(N)=S)C(=O)C1N=Nc1cccc(C)c1 (stereo not given),-8.7,1.8,66.7*,-0.2,-13.3,-1.2,27.2,.
CN1C(=O)c2cc(NC(=O)c3ccccc3)ccc2OC[C@H]2O[C@@H](CC(=O)NC3CCCC3)CC[C@@H]21,-1.9,-0.1,1.2,0.0,-4.9,-3.4,3.4,-0.1

# Hits appear at their usual frequency, and some 3.3% of all compounds hit somewhere here.
